# Screening data from PubChem BioAssay.
# HTT cytoprotect = cytoprotection in Huntington HTT-Q103 PC12 cell model; PC12 HTT-Q103 induced, cytoprotection, ATP luminescence, 40 h; Potency, µM (highest dose often 56.4 µM), without a hit: cytoprotection (ATP increase), actives largely listed as activators; hit rate 0.14% among 230,000; AID 1471;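 further: potency means the concentration at half of the fitted maximal effect; % of control where 0% means no effect; nearly all actives have a fitted effect of over 45% in size; toxic huntingtin expression switched on by the ecdysone agonist tebufenozide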
#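 PC12 cells with ecdysone-inducible HTT exon 1 Q103-GFP, induced with 100 nM tebufenozide and co-treated with library compounds in a dose series (1536-well, 1500 cells/well). Cytoprotection read as ATP content by ATPlite luminescence.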
# SMN2 splice up = increases expression of the SMN2 splice variant; HEK293 SMN2-luciferase splicing reporter, luminescence, 30-36 h; Potency, µM (highest dose often 46.1 µM), for the others: top-dose activity change, positive = activation, usual class: activators; hit rate 2.8% among 210,000; AID 1458; further: potency means the concentration at half of the fitted maximal effect; % of control where 0% means no effect; nearly all actives have a fitted effect of over 55% in size
#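 qHTS luciferase splicing reporter: luminescence rises when SMN2 exon 7 is included in transfected HEK293 cells. Compound exposure lasted 30-36 h at 37C, with 4.5 mM final sodium butyrate as control, followed by a ONE-Glo read.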
# HttQ103 aggreg = reduces HttQ103-GFP aggregates in PC12 cells. Potency, µM (top dose mostly 46.1 µM), for the others: top-dose activity change, negative = inhibition, hits mostly inhibitors. hit rate 1.1% among 220,000. PC12 HttQ103-GFP aggregates, Acumen cytometry, 40 h; further: potency means the concentration at half of the fitted maximal effect; on the % scale 0 is the no-effect control and ±100 the full control effect; nearly all actives have a fitted effect of over 60% in size
#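 Multiplexed with ATP-based cell death, this channel scores GFP aggregates in PC12 cells expressing inducible HTTex1-Q103-GFP. Induction used 100 nM tebufenozide; compounds were tested in concentration series.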
# Luc counter = counter-screen: inhibitors of Kinase-Glo firefly luciferase; hit rate 0.28% among 200,000; Potency, µM (titrated, usually from 38.3 µM), for the others: at the highest dose activity change, negative = inhibition, usual class: inhibitors; Kinase-Glo luciferase, ATP luminescence, 8 min; Q27757; further: potency means the concentration at half of the fitted maximal effect; on the % scale 0 is the no-effect control and ±100 the full control effect; nearly all actives have a fitted effect of over 60% in size
#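 Kinase-Glo luciferase light output from ATP and luciferin was measured with 10 uM ATP, within the enzyme's linear range. Buffer: 50 mM imidazole pH 7.2, 50 mM KCl, 7 mM MgCl2, 0.01% Tween 20, 0.05% BSA; luminescence read after 8 min at ambient temperature.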
# IMPase Li cell = IMPase inhibition in cells with lithium potentiation; CHO-M1 cells, IP1 TR-FRET (IP-One), carbachol + lithium; Potency, µM (titrated, usually from 59.4 µM), inactives show at the highest dose activity, negative = IMPase inhibition, most hits filed as inhibitors; hit rate 0.35% among 210,000; AID 1457;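 further: IP1 builds up when IMPase is blocked and the TR-FRET signal falls; potency means the concentration at half of the fitted maximal effect; plate controls were basal vehicle for no effect and high inhibitor control for full effect; nearly all actives have a fitted effect of over 50% in size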
#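 Readout is a homogeneous TR-FRET IP1 immunoassay (Ex 320, Em 665 and 620), where raised cytosolic IP1 lowers signal. Cells were CHO-M1 treated 30 min at 37C with test compounds plus a little lithium; AC50 values came from Hill-equation fitting.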
# CBFb RUNX1 block = CBF-beta/RUNX1 interaction disruption | 230,000 tested, under 10 active | AlphaScreen CBFb-His/RUNX1-biotin binding, biochemical | Potency, µM (highest dose often 59.8 µM), inactives show top-dose activity, negative = inhibition, most hits filed as inhibitors | Q01196+Q13951 | AID 1477; further: % of control where 0% means no effect
# Target sequence (Q01196 whole entry, looked up): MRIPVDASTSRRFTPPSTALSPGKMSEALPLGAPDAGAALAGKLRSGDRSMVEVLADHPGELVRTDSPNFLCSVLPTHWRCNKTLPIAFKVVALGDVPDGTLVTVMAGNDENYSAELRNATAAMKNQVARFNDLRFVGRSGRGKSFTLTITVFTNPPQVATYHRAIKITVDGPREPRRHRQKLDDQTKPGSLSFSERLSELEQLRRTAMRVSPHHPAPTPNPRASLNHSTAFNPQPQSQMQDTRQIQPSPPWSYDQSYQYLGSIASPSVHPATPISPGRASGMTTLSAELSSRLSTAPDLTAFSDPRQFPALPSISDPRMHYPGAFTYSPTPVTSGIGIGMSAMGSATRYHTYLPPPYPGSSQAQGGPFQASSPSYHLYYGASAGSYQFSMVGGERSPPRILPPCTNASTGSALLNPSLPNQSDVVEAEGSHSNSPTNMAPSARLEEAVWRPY
# Target sequence (Q13951 whole entry, looked up): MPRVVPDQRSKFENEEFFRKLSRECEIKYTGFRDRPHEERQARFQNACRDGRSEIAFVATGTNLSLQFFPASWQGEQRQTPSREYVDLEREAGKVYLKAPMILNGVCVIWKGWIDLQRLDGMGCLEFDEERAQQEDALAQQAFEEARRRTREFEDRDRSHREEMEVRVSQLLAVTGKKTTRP
#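 Inhibition was taken as any reduction in AlphaScreen signal from the CBF-beta–RUNX1 pair (His and biotin tags, 30 nM each), measured after compound (15 min) and bead (90 min) incubations at room temperature.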
# Lamin A splicing = modulators of lamin A splicing. AID 1487. Potency, µM (doses to about 46.1 µM), for the others: at the highest dose ratio change, negative = inhibition, most hits filed as inhibitors. hit rate 0.01% among 200,000. HeLa LMNA splicing GFP/RFP minigene ratio, 48 h; active means well fitted inhibition curve with a large enough effect in the signal ratio, with a control signal flat, not every such curve was filed as active; inconclusive means small, poorly fitted or top-dose-only effect, or effect the other way, or a change in a side signal; the % refers to the signal ratio; further: potency means the concentration at half of the fitted maximal effect; on the % scale 0 is the no-effect control and ±100 the full control effect
#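 S3 HeLa stable clones carrying a lamin A-EGFP splicing minigene plus DsRed2 were seeded at 600 cells/well in Opti-MEM with 2% FBS, pin-dosed and incubated 48 h at 37°C. Acumen cytometry (488 nm) gave the GFP/RFP total-intensity ratio.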
# * marks the source's active call; other numbers are inactive results; ? = inconclusive; · = no result given; [ ] = dose if it differs, or a comment. Unless noted, the call rests on the fitted dose curve; in most records, active means well fitted curve in the direction sought with a large enough effect; inconclusive means small, poorly fitted or top-dose-only effect, or another doubt; inactive means no such curve, though single readings can be large; an effect the other way counts as inactive or inconclusive. This is a random part of the collection, and some 4% of all compounds hit somewhere here.
SMILES,HTT cytoprotect,SMN2 splice up,HttQ103 aggreg,Luc counter,IMPase Li cell,CBFb RUNX1 block,Lamin A splicing
Cc1ncc(C(=O)O)c(C(=O)O)c1N,9%[10 µM],·,-8%[9.22 µM],·,·,1%,10%[46 µM]
CC(NC(=O)CCc1nnc(C2CCCCC2)o1)c1ccc(F)cc1 (stereo not given),3%[10 µM],·,-27%[9.22 µM],·,2%,7%,·
CCOc1ccccc1NC(=O)C(=O)NCC1CCCN1CC (stereo not given),-20%,-2%,2%,-3%,-4%[38.3 µM],6%,1%
CCCCCN(C(=O)CN(C)Cc1ccc(OC)cc1OC)c1c(N)n(CCCC)c(=O)[nH]c1=O,3%,25%,0%,0%,18%[38.3 µM],5%,-6%
COc1nc(-c2cccs2)cc(-c2ccc(C)cc2)c1C#N,-53%[inhibitor],-21%,9%,1%,-5%[38.3 µM],10%,-2%
C/C(=N\NC(=O)c1nn(C)c(C)c1Br)c1cccc(NC(=O)c2ccc(F)cc2)c1,-32%[10 µM],?,11%,-4%,18%,0%,-5%
CCOC(=O)Cn1c(CN2CCc3ccccc3C2)nc2c1c(=O)n(C)c(=O)n2C,25%[10 µM],-43%[inhibitor],-11%,6%,23%[38.3 µM],7%,?
Cc1cccc(N(Cc2nnc3n2CCCCC3)C(=O)Nc2ccccc2)c1,0%,15%,4%,-1%,-1%[38.3 µM],3%,-5%
CCCNC(=O)Cn1cccc1C(=O)c1ccccc1,8%,21%,14%,-4%,-1%[38.3 µM],-1%,13%
COc1ccc(/C=N/N2CCN(c3ccccc3OC)CC2)cc1OC,7%[10 µM],17%,-1%,-5%,5%,-8%,-11%
CCCCSCc1nc2ccccn2c1Br,-19%,-3%,-1%,3%,19%,-19%,·
CC1CC(c2ccccc2)n2nc(N3C(=O)c4ccccc4C3=O)nc2N1 (stereo not given),3%[0.074 µM],-11%,-13%,0%,-3%[38.3 µM],2%,-1%
CCOC(=O)Cc1csc(NC(=O)c2cccnc2)n1,-2%[0.074 µM],-18%,-2%,1%,-1%[38.3 µM],9%,-3%
O=C(NCc1csc2ccc(Cl)cc12)Nc1ccccc1,-2%[10 µM],·,-23%[9.22 µM],·,·,9%,-1%[46 µM]
CN(C)S(=O)(=O)c1cccc(NC(=O)c2cc3c(=O)n4ccccc4nc3s2)c1,?,0%,-1%,-1%,6%,0%,-11%
CC(/C=C1\SC(=O)N(CCCC(=O)O)C1=O)=C\c1ccccc1,4%[10 µM],-76%[inhibitor],?,-1%,4%,1%,?
Cc1ccc(CN2CCN(Cc3cccn3-c3ccccn3)CC2CCO)cc1 (stereo not given),22%[10 µM],·,27%[9.22 µM],-3%,12%,1%,?
CC(=O)c1ccc(N2C(=O)[C@@H]3C(C(=O)CCN4C(=O)c5ccccc5C4=O)=NN[C@@H]3C2=O)cc1,-2%[10 µM],?,-2%,-4%,-4%,-1%,5%
COc1ccc(CNC(=O)c2cccc3c2C(=O)N(Cc2cccnc2)C3)cc1,1%,22%,13%,0%,3%[38.3 µM],1%,2%
O=C(Cn1nnc(-c2cccs2)n1)NNC(=O)c1ccccc1Cl,21%[10 µM],·,-7%[9.22 µM],·,·,6%,·
Cc1cc(F)ccc1S(=O)(=O)Nc1ccccc1C(=O)NCc1ccccn1,-35%[inhibitor],-9%,3%,7%,2%,4%,-26%[46 µM]
O=C(Nc1ccccc1-c1ccccc1)c1ccc(Br)o1,8%,-3%,5%,3%,34%[activator][38.3 µM],5%,8%
CCc1ccccc1N(C(C)=O)c1nc(CCl)cs1,-38%,5%,-4%[9.22 µM],2%,19%,1%,?
O=C(Nc1ccc(OC(F)(F)F)cc1)Nc1cccnc1,-19%[10 µM],·,17%[9.22 µM],·,·,-3%,·
Cc1nn2c(nc(N3CCCCC3)c3ccccc32)c1C=O,7%[10 µM],-51%[inhibitor],-2%,3%,-5%,2%,-4%
CC(NC(N)=O)C(=O)Nc1ccc(Cl)c(S(=O)(=O)Nc2ccc(Cl)cc2)c1 (stereo not given),-61%[inhibitor],-1%,12%,-2%,5%,?,5%[46 µM]
CC1=C/C(=N\NC(=O)c2ccccc2)CC1,22%[10 µM],23%,2%,-4%,-2%,-9%,0%
c1cncc(Nc2nc(-c3cccnc3)cs2)c1,5%,-9%,-16%,0%,0%[38.3 µM],0%,?
Cc1ccc(Oc2cc(NC(=O)CCCn3nc([N+](=O)[O-])c(Cl)c3C)cc([N+](=O)[O-])c2)cc1,26%[10 µM],-25%,-14%,1%,20%,3%,-2%
CN(CC(=O)Nc1ccccc1C(=O)N1CCCC1)S(=O)(=O)c1ccc(Cl)cc1,15%,-12%,1%,-3%,24%[38.3 µM],-1%,3%

# Sorted by formula weight (smallest number first): 15 of the compounds above.
SMILES,HTT cytoprotect,SMN2 splice up,HttQ103 aggreg,Luc counter,IMPase Li cell,CBFb RUNX1 block,Lamin A splicing
CC1=C/C(=N\NC(=O)c2ccccc2)CC1,22%[10 µM],23%,2%,-4%,-2%,-9%,0%
c1cncc(Nc2nc(-c3cccnc3)cs2)c1,5%,-9%,-16%,0%,0%[38.3 µM],0%,?
Cc1nn2c(nc(N3CCCCC3)c3ccccc32)c1C=O,7%[10 µM],-51%[inhibitor],-2%,3%,-5%,2%,-4%
CCc1ccccc1N(C(C)=O)c1nc(CCl)cs1,-38%,5%,-4%[9.22 µM],2%,19%,1%,?
O=C(Nc1ccc(OC(F)(F)F)cc1)Nc1cccnc1,-19%[10 µM],·,17%[9.22 µM],·,·,-3%,·
O=C(NCc1csc2ccc(Cl)cc12)Nc1ccccc1,-2%[10 µM],·,-23%[9.22 µM],·,·,9%,-1%[46 µM]
CC(/C=C1\SC(=O)N(CCCC(=O)O)C1=O)=C\c1ccccc1,4%[10 µM],-76%[inhibitor],?,-1%,4%,1%,?
O=C(Cn1nnc(-c2cccs2)n1)NNC(=O)c1ccccc1Cl,21%[10 µM],·,-7%[9.22 µM],·,·,6%,·
COc1ccc(CNC(=O)c2cccc3c2C(=O)N(Cc2cccnc2)C3)cc1,1%,22%,13%,0%,3%[38.3 µM],1%,2%
Cc1ccc(CN2CCN(Cc3cccn3-c3ccccn3)CC2CCO)cc1 (stereo not given),22%[10 µM],·,27%[9.22 µM],-3%,12%,1%,?
Cc1cc(F)ccc1S(=O)(=O)Nc1ccccc1C(=O)NCc1ccccn1,-35%[inhibitor],-9%,3%,7%,2%,4%,-26%[46 µM]
CN(C)S(=O)(=O)c1cccc(NC(=O)c2cc3c(=O)n4ccccc4nc3s2)c1,?,0%,-1%,-1%,6%,0%,-11%
CN(CC(=O)Nc1ccccc1C(=O)N1CCCC1)S(=O)(=O)c1ccc(Cl)cc1,15%,-12%,1%,-3%,24%[38.3 µM],-1%,3%
CC(=O)c1ccc(N2C(=O)[C@@H]3C(C(=O)CCN4C(=O)c5ccccc5C4=O)=NN[C@@H]3C2=O)cc1,-2%[10 µM],?,-2%,-4%,-4%,-1%,5%
Cc1ccc(Oc2cc(NC(=O)CCCn3nc([N+](=O)[O-])c(Cl)c3C)cc([N+](=O)[O-])c2)cc1,26%[10 µM],-25%,-14%,1%,20%,3%,-2%

# Next structures follow.
SMILES,HTT cytoprotect,SMN2 splice up,HttQ103 aggreg,Luc counter,IMPase Li cell,CBFb RUNX1 block,Lamin A splicing
CC(C)N(C(=O)CSc1ncnc2sc(-c3ccccc3)cc12)C(C)C,-8%,-27%,15%,-3%,0%[38.3 µM],-4%,-1%
CCCC(c1nnnn1CCc1ccccc1)N1CCN(C(=O)c2ccco2)CC1 (stereo not given),-8%,·,21%,·,·,-1%,0%
COC(=O)c1ccc(NC(=O)c2cccc(C)c2[N+](=O)[O-])cc1,-9%,?,3%[9.22 µM],4%,24%,-6%,-1%[46 µM]
CCOC(=O)Cc1csc(NC(=S)NC(=O)CC(C)C)n1,·,-1%,16%,1%,4%,3%,6%
CCN1CCN(c2nc(N(C)c3ccccc3)nc(N)c2[N+](=O)[O-])CC1,4%[10 µM],·,-2%[9.22 µM],·,·,4%,·
Cc1cc(CN2C(=O)c3ccccc3C2=O)on1,16%[10 µM],18%,-1%,-3%,5%[38.3 µM],3%,-12%
COc1ccc(C(c2c(O)cc(C)oc2=O)c2c(O)cc(C)oc2=O)cc1,12%[10 µM],-1%,-2%,-1%,4%,11%,-7%
Cc1ccc(S(=O)(=O)N2CCOCC2)cc1C(=O)N1c2ccccc2Sc2ccccc21,-27%,-10%,18%,1%,30%[38.3 µM],-10%,?
Cc1nc(N2CCOCC2)[nH]c(=O)c1[N+](=O)[O-],-3%[10 µM],·,-24%[9.22 µM],·,·,-2%,·
CCOC(=O)c1ccc(NC(=O)Nc2ccc(OC)c(OC)c2)cc1,20%[1.9 µM],-4%,20%,-3%,18%[38.3 µM],-4%,1%
COc1ccc(C2=NN(S(C)(=O)=O)C(c3ccc4nccnc4c3)C2)cc1 (stereo not given),16%[10 µM],?,7%,-2%,-3%,1%,-11%
CCSc1nc(NCCN(C)C)c2c3c(sc2n1)COC(C)(CC)C3 (stereo not given),-5%[10 µM],·,-9%[9.22 µM],·,·,2%,·
Cc1ncsc1CCOC(=O)C12CC3CC(CC(C3)C1)C2,23%,4%,19%,-5%,6%[38.3 µM],3%,0%
Cc1nnc(NC(=O)CSc2ccccn2)s1,-1%,6%,0%,0%,-1%[38.3 µM],1%,0%
CCOC(=O)c1cccnc1SCC(=O)Nc1ccc(C)cc1,-33%[inhibitor],19%,-7%,-1%,0%,0%,11%[46 µM]
CCN(CC)C(=O)C(=O)N/N=C/c1ccc(Cl)cc1Cl,-29%,-4%,-6%,3%,-9%,12%,·
O=C(/C=C/c1ccc(O)cc1)c1ccccc1,-27%[10 µM],·,-2%[9.22 µM],·,·,10%,·
COc1ccc(CC(=O)n2nc(-c3ccc(Cl)cc3)nc2NCc2ccco2)cc1,-26%,?,8%,-5%,8%[38.3 µM],-8%,?
